High-throughput results from PubChem BioAssay.
KOR beta-arrestin-1: KOR antagonists, beta-arrestin recruitment, cell-based, luminescence, uHTS (AID 1778). KOR beta-arrestin recruitment, luminescence, antagonist mode; higher % means a stronger effect. one-dose inhibition, % at 10 µM; IC50 in µM for titrated hits. 290,000 tested, 0.091% active; further: strong numbers were not always called active
Myeloid diff MLP: induction of myeloid progenitor differentiation, primary screen, cell-based, flow cytometry, MLPCN library; ER-HoxA9 myeloid progenitors, lysozyme-GFP differentiation; calls only at 10 µM; 360,000 tested, 1% active;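 active means normalized GFP-positive differentiation at or above the plate's own cutoff, the solvent-only control mean plus 3 SD; inconclusive means no clear call, values can overlap the other calls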;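 further: cells exposed to compound for four days before flow analysis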
T cell modulator: modulators of CD8 T cell-vesicle binding, primary screen, mouse 2C CD8+ T cells, flow cytometry | 2C CD8+ T cell-vesicle binding; stronger effect = lower value | calls only at 7 µM | 330,000 tested, 0.068% active | AID 2052, 2009;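 active means response, share of CD8 T cells binding vesicles, and their 90th percentile fluorescence all below set limits, cut at about 80% in these data, passing the limit was not always enough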
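Read-out – percent CD8+ FL2 mean versus row control · System – murine 2C transgenic CD8+ T lymphocytes · Times – 1.5 h cell–vesicle binding at 37 °C, then 20 min icy labelling · Control set – naked vesicles low, QL9 vesicles with vehicle high · Detection – cytometric PE anti-B7-1 and Alexa647 anti-CD8 signals after 1% paraformaldehyde fixation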
GPR55 LPI antagonism: GPR55 antagonists blocking LPI-driven arrestin recruitment, primary screen, imaging, U2OS, beta-arrestin-GFP, LPI agonist (AID 2013); G-protein coupled receptor 55 (Homo sapiens); U2OS GPR55 beta-arrestin-GFP translocation imaging, LPI antagonism; higher % means a stronger effect; inhibition, % at 10 µM, or IC50 in µM where a hit was titrated; 290,000 tested, 0.13% active;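 active means spots per cell inhibited over 60%, with over 100 cells counted and total cytoplasm intensity under 500,000; inconclusive means wells with under 100 cells, flagged as likely toxic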;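 further: U2OS cells stably carrying GPR55 and arrestin-GFP stimulated by 5 µM LPI near EC80; imaged beta-arrestin-GFP aggregate spots per cell after agonist stimulation; plate controls were LPI-stimulated DMSO wells for no effect and DMSO wells without LPI for full effect; some results filed as inactive read as strong as hits; confirmed hits need IC50 under 10 µM and bright autofluorescent wells are also inconclusive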
KOR beta-arrestin-2: KOR agonists, beta-arrestin recruitment, primary screen, cell-based, luminescence, uHTS (AID 1777); Kappa-type opioid receptor (Homo sapiens); KOR beta-arrestin recruitment, luminescence; higher % means a stronger effect; activation, % at 10 µM; hits with a dose series show EC50 in µM; 280,000 tested, 0.02% active; in the data active means activation above about 50%, passing the limit was not always enough; further: a part of the inactive calls stands beside numbers as strong as those of hits
NOD2 inhibition: NOD2 signaling inhibitors, cell-based, luminescence, uHTS, HEK293 (AID 1566) | inhibition, % at 4 µM; hits with a dose series show EC50 in µM | 290,000 tested, 0.63% active | HEK293 NOD2/NF-kB luciferase reporter, luminescence; higher % means a stronger effect; further: many of its hits are not listed in these tables
NTR1 agonist: agonists of NTR1, primary screen, imaging, U2OS cells, beta-arrestin-GFP, high content (AID 493036); activation, % at 20 µM; Neurotensin receptor type 1 (Homo sapiens), P30989; NTR1-U2OS beta-arrestin-GFP spot imaging, agonist mode; 330,000 tested, 0.17% active;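 active means activation at or above 40% of the spot to cytoplasm intensity ratio, with at least 20 cells analyzed; inconclusive means wells under 20 cells, flagged as cytotoxic or low count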;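 further: 0% = DMSO without peptide and 100% = 100 nM NTR1 peptide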
Target sequence (P30989 whole entry, looked up): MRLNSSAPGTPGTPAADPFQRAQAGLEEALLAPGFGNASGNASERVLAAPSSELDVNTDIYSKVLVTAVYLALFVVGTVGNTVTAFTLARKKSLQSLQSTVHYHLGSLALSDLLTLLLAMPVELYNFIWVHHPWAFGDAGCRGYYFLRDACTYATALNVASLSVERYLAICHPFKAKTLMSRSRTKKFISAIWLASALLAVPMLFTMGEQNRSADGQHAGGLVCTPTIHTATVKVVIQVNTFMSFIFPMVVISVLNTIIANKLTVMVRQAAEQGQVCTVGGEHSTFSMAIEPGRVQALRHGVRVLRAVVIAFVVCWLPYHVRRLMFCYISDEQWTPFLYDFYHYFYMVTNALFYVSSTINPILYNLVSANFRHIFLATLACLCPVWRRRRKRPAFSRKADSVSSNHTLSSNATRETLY
GPR55 beta-arrestin: GPR55 agonists via beta-arrestin recruitment, primary screen, imaging, U2OS cells, beta-arrestin-GFP redistribution (AID 1961). G-protein coupled receptor 55 (Homo sapiens). U2OS GPR55 beta-arrestin-GFP redistribution imaging; higher % means a stronger effect. activation, % at 10 µM; hits with a dose series show EC50 in µM. 290,000 tested, 0.048% active;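 active means activation above 40% with more than 50 cells counted in the well; inconclusive means wells holding fewer than 50 cells, flagged as toxic or sparse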;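 further: U2OS osteosarcoma cells stably expressing GPR55 and beta-arrestin-GFP; plate controls were DMSO negative control for no effect and LPI positive control for full effect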
NOD1 inhibition: NOD1 signaling inhibitors, primary screen, cell-based, luminescence, uHTS (AID 1578); NOD1-driven NF-kB luciferase reporter cells, luminescence; higher % means a stronger effect; inhibition, % at 4 µM, or EC50 in µM where a hit was titrated; 290,000 tested, 1% active; in the data active means inhibition mostly above about 36%, no sharp cut-off; inactive means mostly below about 34%;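 further: HEK-293T reporter cells stimulated with the NOD1 agonist gamma-tri-DAP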
T cell modulator vesicle-bound %: also measured in T cell modulator; calls as there; double positive events, %; measured here: CD8+ vesicle-bound cell fraction;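 binding gate set so that unloaded-vesicle control wells show 10% double positive cells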
NTR1 agonist cell count 20 µM: recorded beside NTR1 agonist, whose call it bears; cell count; measured here: cell count, cytotoxicity flag
Myeloid diff MLP GFP+ MAC1+ %: second read-out of Myeloid diff MLP, no call of its own (marks repeat the call); GFP+ MAC1+ double positive, %; measured here: differentiation confirmed by MAC1 staining
Starred values were filed as active, the others as inactive; i = inactive; ? = inconclusive; . = no result given; [ ] = dose if it differs, or a comment. Unless noted, no stated cut-off is given here; in the data, active means inhibition above about 50%; inactive means the rest.

SMILES	KOR beta-arrestin-1	Myeloid diff MLP	Myeloid diff MLP GFP+ MAC1+ %	T cell modulator	T cell modulator vesicle-bound %	GPR55 LPI antagonism	KOR beta-arrestin-2	NOD2 inhibition	NTR1 agonist	NTR1 agonist cell count 20 µM	GPR55 beta-arrestin	NOD1 inhibition
CCn1c(C)nc2cc(C(=O)NNC(=O)CCC3CCCC3)ccc21	-2%	i	0.6	i	37	-1%	4.1%	9%	5.1	65	-0.2%	-18%
COc1ccc(-n2nnc3c(=O)n(CC(=O)N4CCCC4)cnc32)cc1	13%	i	4.5	i	43	4%	-4.9%	11%	-1.3	54	0.0%	-11%
CC1C(C#N)=C(N)OC2=C1C(=O)CC(c1ccccc1)C2 (configuration not stated)	4%	i	0.3	i	19	6%	-2.1%	2%	0.2	67	-0.4%	-26%
COc1nc2c(s1)C(=O)NCCC2	35%	i	0.7	i	37	13%	-6.5%	4%	0.3	51	0.0%	-1%
Cc1cccc(-c2nnn(Cc3nnc(NC(=O)c4ccccc4)s3)n2)c1	-11%	i	0.8	i	63	12%	0.9%	13%	1.3	55	-0.1%	-18%
CN(C)CCCN(C(=O)c1ccco1)c1nc2ccc(F)cc2s1	-29%	i	0.5	i	35	8%	-1.7%	-14%	-0.4	60	0.3%	-15%
Cc1c(C(=O)NC2CCN(Cc3ccccc3)C2)oc2ccc(Br)cc12 (configuration not stated)	-20%	i	0.3	i	30	25%	2.1%	12%	2.3	48	-0.4%	-21%
Cc1cc(C)n(-c2ccc(C(=O)Nc3nnc(C4CC4)s3)cc2)n1	17%	i	4.9	i	2	-8%	1.1%	-25%	0.6	56	-0.1%	-49%
Cc1cc(=O)oc2cc(NC(=S)NNC(=O)c3c(Cl)cnn3C)ccc12	5%	?	.	i	59	7%	-2.6%	5%	0.7	52	0.0%	-38%
Cc1nn(C)c(Cl)c1C(=O)NCC(=O)Nc1ccc(C(C)C)cc1	-41%	i	0.5	i	17	-4%	-2.7%	9%	1.2	51	-0.3%	-6%
Cc1cnc(C(=O)OCC(=O)NCc2ccc3c(c2)OCO3)cn1	5%	i	0.2	i	43	-34%	-2.2%	21%	1.5	52	-0.3%	-15%
Cn1c(NCCCO)nc2ccccc21	-8%	i	1.1	i	54	-6%	4.6%	11%	0.9	73	-0.1%	-13%
COc1cc(C2c3c(oc4ccc(Cl)cc4c3=O)C(=O)N2Cc2ccco2)cc(OC)c1OC (configuration not stated)	17%	.	.	.	.	-1%	16%	6%	.	.	-0.2%	7%
CC(C)CC(=O)C1CCCN(C(=O)c2ccc3oc(Cc4ccccc4)nc3c2)C1 (configuration not stated)	-18%	i	0.5	i	72	3%	6.2%	11%	1.7	70	-0.1%	-9%
CCCN1C2CCCC1CC(NC(=O)c1cccc(Cl)c1)C2 (configuration not stated)	-5%[20 µM]	i	0.3	i	11	-1%	-1.4%	-5%	-1.1	65	0.6%	-20%
O=S(=O)(c1ccc2ccccc2c1)N1CCN(C2Cc3ccccc3C2)CC1	14%	i	1.0	i	32	9%	9.9%	-6%	0.9	40	-0.3%	-26%
CC(C)(C)OC(=O)N1CCCC1C(=O)O (configuration not stated)	-6%	i	0.4	i	19	5%	-1.3%	-3%	1.5	99	-0.2%	-28%
Cc1cc(C)cc(OC(=O)CS(=O)c2ccc(C(F)(F)F)cc2[N+](=O)[O-])c1 (configuration not stated)	-21%	i	1.7	i	29	9%	4.7%	4%	18	67	1.0%	8%
O=[N+]([O-])c1ccc(N2CCNCC2)c(S(=O)(=O)N2CCOCC2)c1	6%	i	0.9	i	26	14%	-2.6%	6%	1.9	32	-0.1%	-14%
Cc1ccccc1NC(=O)CSc1ccc(-c2ccccn2)nn1	-18%	i	0.0	i	17	11%	4.5%	14%	0.0	60	-0.1%	-14%

Five structures from above, sorted by count of non-hydrogen atoms, high to low.
SMILES	KOR beta-arrestin-1	Myeloid diff MLP	Myeloid diff MLP GFP+ MAC1+ %	T cell modulator	T cell modulator vesicle-bound %	GPR55 LPI antagonism	KOR beta-arrestin-2	NOD2 inhibition	NTR1 agonist	NTR1 agonist cell count 20 µM	GPR55 beta-arrestin	NOD1 inhibition
O=S(=O)(c1ccc2ccccc2c1)N1CCN(C2Cc3ccccc3C2)CC1	14%	i	1.0	i	32	9%	9.9%	-6%	0.9	40	-0.3%	-26%
Cc1cccc(-c2nnn(Cc3nnc(NC(=O)c4ccccc4)s3)n2)c1	-11%	i	0.8	i	63	12%	0.9%	13%	1.3	55	-0.1%	-18%
Cc1cc(=O)oc2cc(NC(=S)NNC(=O)c3c(Cl)cnn3C)ccc12	5%	?	.	i	59	7%	-2.6%	5%	0.7	52	0.0%	-38%
CCn1c(C)nc2cc(C(=O)NNC(=O)CCC3CCCC3)ccc21	-2%	i	0.6	i	37	-1%	4.1%	9%	5.1	65	-0.2%	-18%
Cc1nn(C)c(Cl)c1C(=O)NCC(=O)Nc1ccc(C(C)C)cc1	-41%	i	0.5	i	17	-4%	-2.7%	9%	1.2	51	-0.3%	-6%

The listing continues:
SMILES	KOR beta-arrestin-1	Myeloid diff MLP	Myeloid diff MLP GFP+ MAC1+ %	T cell modulator	T cell modulator vesicle-bound %	GPR55 LPI antagonism	KOR beta-arrestin-2	NOD2 inhibition	NTR1 agonist	NTR1 agonist cell count 20 µM	GPR55 beta-arrestin	NOD1 inhibition
CCOC(=O)c1cn[nH]c1C(F)(F)F	3%	i	0.4	i	40	14%	-0.5%	-1%	0.8	46	-0.1%	-12%
COc1ccc(Nc2ccc(S(=O)(=O)N3CCCCC3)cc2[N+](=O)[O-])cc1	0%	i	1.3	i	47	8%	0.6%	21%	3.1	70	0.3%	27%
CCOc1ccc(-c2nnc(N3CCCCC3)c3ccccc23)cc1	-4%	i	0.7	i	27	11%	10%	15%	3.3	77	-0.1%	17%
CC(C)CN(CC(C)C)C(=O)c1cccc(S(=O)(=O)N2CCc3ccccc32)c1	7%	i	0.5	i	35	18%	32%	21%	4.2	58	0.2%	4%
CCOC(=O)c1cccc(N2C(=O)Nc3ccccc3N2O)c1	-24%	i	1.0	i	26	-1%	1.8%	15%	-0.1	68	0.8%	-18%
CCOC(=O)CSc1nc2sc3c(c2c(=O)n1-c1ccc(OC)cc1)CCN(C)C3	3%	i	0.3	i	30	7%	1.5%	7%	4.7	81	-0.1%	-4%
Cc1ccc(-c2nnn(CC(=O)N(Cc3cccs3)C(C(=O)NCC3CCCO3)c3ccco3)n2)o1 (configuration not stated)	8%[20 µM]	i	0.1	i	56	-24%	.	-1%	0.5	79	-0.1%	0%
COc1ccc(Cn2c(C(F)(F)F)ccc(C(N)=O)c2=O)cc1	-55%	i	0.5	i	17	-6%	2.1%	2%	3.9	58	0.4%	-20%
Cc1cc(C)cc(NC(=O)CN2CCC(C(=O)c3ccccc3)CC2)c1	-25%	i	1.4	i	38	2%	-0.8%	4%	-0.8	58	-0.1%	-26%
O=C(NCCCn1ccnc1)Nc1ccc(Cl)cc1Cl	-20%	i	1.4	i	0	-5%	2.0%	18%	0.2	59	0.4%	-8%
Cc1noc(C)c1C(=O)Nc1nc(-c2ccccc2Cl)cs1	-12%	i	1.7	i	29	7%	4.5%	-27%	0.1	105	-0.2%	-29%
CC(C)(C)c1ccc(C(=O)NCCCNC(=O)c2ccccn2)cc1	-26%	i	0.2	i	39	-4%	2.9%	9%	0.7	60	-0.1%	-12%
O=C(N/N=C/c1ccccn1)C12CC3CC(CC(C3)C1)C2	16%	i	0.4	i	52	12%	3.9%	-3%	-1.0	56	-0.3%	-1%
Cc1cc(S(=O)(=O)Nc2cccc(C(=O)O)c2)c(C)c(S(=O)(=O)c2ccc(Cl)cc2)c1	3%	i	2.6	i	34	13%	-0.7%	6%	-0.9	39	-0.4%	-16%
C#CCOCCOCCOCCNc1nc(N2CCN(C(=O)[C@H](CCC(=O)O)n3cc(C(N)Cc4ccc(O)cc4)nn3)CC2)nc(N2CCN(C(=O)[C@H](CCC(=O)O)n3cc(C(N)[C@H](C)CC)nn3)CC2)n1 (some centres not stated)	-13%	i	1.8	i	31	11%	7.8%	18%	-0.4	65	-0.2%	-25%
O=C(NCc1cccnc1)c1cc(Sc2cccc(Cl)c2)nc2ccccc12	10%	i	0.2	i	3	10%	-1.5%	6%	3.5	58	0.2%	8%
COC1(OC)N=C(N)C2(C#N)C(c3ccc(F)cc3)C12C#N (configuration not stated)	2%	i	1.1	i	55	6%	1.4%	22%	1.5	36	0.2%	4%
OC(COc1ccc(F)cc1)CN1CCN(c2ccccc2F)CC1 (configuration not stated)	11%	i	1.0	i	21	8%	-2.3%	-8%	-0.2	55	0.6%	-11%
N#CC1=C(S)N=C(N)C(c2nc(-c3ccccc3)cs2)C12CCCC2 (configuration not stated)	-22%	i	0.7	i	23	19%	2.6%	-8%	-1.3	36	0.0%	-15%
COc1cc(C2CC(=O)Oc3c(C(CCN4CCN(c5ccccc5)CC4)c4ccc(N(C)C)cc4)c(OC)cc(OC)c32)cc(OC)c1OC (configuration not stated)	14%	i	3.2	i	37	18%	0.6%	28%	0.1	71	0.6%	2%

Results in NTR1 agonist cell count 20 µM, Myeloid diff MLP and NTR1 agonist, for 2 of the compounds above:
canonical_smiles | NTR1 agonist cell count 20 µM | Myeloid diff MLP | NTR1 agonist
CCOC(=O)CSc1nc2sc3c(c2c(=O)n1-c1ccc(OC)cc1)CCN(C)C3 | 81 | i | 4.7
COc1ccc(Nc2ccc(S(=O)(=O)N3CCCCC3)cc2[N+](=O)[O-])cc1 | 70 | i | 3.1

An excerpt, so the mix of outcomes need not match the whole.
